# Compound activity from PubChem BioAssay.
# JMJD2E inh – inhibitors of human JMJD2E histone demethylase; B2RXH2; JMJD2E catalytic domain, FDH-coupled NADH fluorescence (FDH is formaldehyde dehydrogenase); Potency, µM (series often up to 57.1 µM), for the others: at the top dose activity change, negative = inhibition, actives largely listed as inhibitors; actives 1.6% (n = 230,000); AID 2147; active = well fitted inhibition curve with a large enough effect, not every such curve was filed as active; inconclusive = small, poorly fitted or top-dose-only effect, or another doubt; inactive = no such curve, though single readings can be large or run the other way;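 also: 0% = wells with enzyme and -100% = buffer wells without enzyme; nearly all actives have a fitted effect of over 50% in size; many of its hits are not listed in these tables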
# ALDH1A1 inh – blocks purified human ALDH1A1 activity. P00352. Purified ALDH1A1, NADH fluorescence, propionaldehyde substrate. Potency, µM (top dose mostly 75.3 µM), inactives show at the top dose activity, negative = inhibition, most hits filed as inhibitors. actives 7.3% (n = 220,000); active = well fitted inhibition curve with a large enough effect, not every such curve was filed as active; inconclusive = small, poorly fitted or top-dose-only effect, or another doubt; inactive = no such curve, though single readings can be large or run the other way;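 also: plate controls were no enzyme wells and a reference inhibitor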
# Target sequence (P00352 whole entry, looked up): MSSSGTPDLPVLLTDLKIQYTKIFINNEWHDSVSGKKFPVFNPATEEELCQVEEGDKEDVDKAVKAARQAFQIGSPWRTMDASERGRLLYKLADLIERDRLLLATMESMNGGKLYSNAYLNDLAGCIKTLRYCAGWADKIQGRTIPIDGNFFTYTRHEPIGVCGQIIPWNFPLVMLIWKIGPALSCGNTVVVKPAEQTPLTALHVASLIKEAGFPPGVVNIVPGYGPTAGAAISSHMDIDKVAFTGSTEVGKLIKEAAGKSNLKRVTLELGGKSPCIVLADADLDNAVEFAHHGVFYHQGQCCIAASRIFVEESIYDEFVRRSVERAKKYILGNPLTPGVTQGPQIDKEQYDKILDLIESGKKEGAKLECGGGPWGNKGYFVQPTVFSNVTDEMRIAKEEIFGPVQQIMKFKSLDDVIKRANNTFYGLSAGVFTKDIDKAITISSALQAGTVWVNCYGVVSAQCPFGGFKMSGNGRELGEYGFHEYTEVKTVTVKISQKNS
# RGS12 GoLoco inh – inhibitors of human Gai1-RGS12 GoLoco interaction (red fluorophore). AID 880. Gai1:RGS12 GoLoco peptide FP, rhodamine, 10 min. Potency, µM (series often up to 61.6 µM), for the others: at the top dose activity, negative = inhibition, most hits filed as inhibitors. P63096. actives 0.44% (n = 230,000); active = well fitted inhibition curve with a large enough effect, not every such curve was filed as active; inactive = no such curve, though single readings can be large or run the other way; also: % is scaled to controls: 0 for no effect and ±100 for the full control effect; nearly all actives have a fitted effect of over 30% in size; many of its hits are not listed in these tables
# GAA glycogen mod – inhibitors or activators of human alpha-glucosidase glycogen cleavage | Potency, µM (highest dose often 76.4 µM), for inactives: top-dose activity change, negative = inhibition, most hits filed as inhibitors | recombinant GAA, glycogen substrate, Amplex Red glucose oxidase fluorescence | actives 0.38% (n = 300,000);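 also: 0% = full enzyme reaction and -100% = no-enzyme basal signal; the screen sought inhibitors and activators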
#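 qHTS, 1536-well; enzyme 4 nM final; cpd up to 77 uM; substrate bovine liver glycogen 30 ug; 50 mM citrate/phosphate pH 5.0, 0.01% Tween-20; 37 C, 40 min; Amplex Red detection 45 min RT; Hill fit → AC50.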
# GLA spleen mod – inhibitors or activators of human alpha-galactosidase in spleen homogenate; P06280; human spleen homogenate, 4MU-alpha-Gal fluorescence, 40 min; Potency, µM (doses to about 80 µM), for inactives: top-dose activity change, negative = inhibition, most hits filed as inhibitors; actives 0.008% (n = 240,000);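 also: 0% = enzyme with vehicle and -100% = no enzyme basal signal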
# Target sequence (P06280 32-429 limits assumed): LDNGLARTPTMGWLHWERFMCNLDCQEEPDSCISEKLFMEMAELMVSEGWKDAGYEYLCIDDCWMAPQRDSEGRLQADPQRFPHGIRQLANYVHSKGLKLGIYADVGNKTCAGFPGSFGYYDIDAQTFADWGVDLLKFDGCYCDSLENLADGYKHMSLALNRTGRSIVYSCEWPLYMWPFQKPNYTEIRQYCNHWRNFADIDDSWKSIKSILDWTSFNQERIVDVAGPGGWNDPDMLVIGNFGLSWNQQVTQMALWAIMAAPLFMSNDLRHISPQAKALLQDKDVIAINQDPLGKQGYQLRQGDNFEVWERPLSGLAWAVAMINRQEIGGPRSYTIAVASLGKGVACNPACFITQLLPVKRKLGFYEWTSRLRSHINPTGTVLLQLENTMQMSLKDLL
#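 qHTS titration in buffer at pH 5.0. Alpha-galactosidase activity in spleen homogenate was measured via 4-methylumbelliferone release from 1 mM fluorogenic substrate after 40 min at 37C and a pH 10 stop. AC50 came from Hill fits of control-normalized data.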
# GAA spleen mod – inhibitors or activators of human alpha-glucosidase in spleen homogenate | Potency, µM (doses to about 79.9 µM), without a hit: top-dose activity change, negative = inhibition, most hits filed as inhibitors | human spleen homogenate, 4-MU-alpha-glucoside fluorescence | actives 0.006% (n = 240,000) | P10253;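 also: 0% = enzyme with vehicle and -100% = no enzyme basal signal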
#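 Human spleen homogenate (1 ug) incubated with compounds and 1 mM 4-methylumbelliferyl-alpha-D-glucopyranoside in pH 5.0 citrate/phosphate buffer, 37 C, 40 min. Stopped at pH 10; 4-MU fluorescence (Ex 365/Em 440 nm); AC50 by Hill fit.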
# GAA inhib – blocks human lysosomal alpha-glucosidase; Potency, µM (series often up to 76.9 µM), inactives show top-dose activity change, negative = inhibition, usual class: inhibitors; P10253; actives 0.005% (n = 200,000); AID 1466; purified human GAA, 4-MU-alpha-glucoside fluorescence;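 also: plate controls were uninhibited enzyme wells for no effect and no-enzyme background for full effect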
#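 Fluorescence at Ex 365/Em 440 nm from 4-methylumbelliferone reported enzyme activity after 20 min at room temperature. Reactions used 4 nM enzyme and 400 uM substrate at pH 5.0; curves fitted with the Hill equation.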
# SMN2 splice up – enhancers of SMN2 splice variant expression; AID 1458; Potency, µM (highest dose often 46.1 µM), for inactives: top-dose activity change, positive = activation, most hits filed as activators; HEK293 SMN2-luciferase splicing reporter, luminescence, 30-36 h; actives 2.8% (n = 210,000); also: % of control where 0% means no effect; nearly all actives have a fitted effect of over 55% in size
#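 HEK293 cells carry an SMN2 minigene-luciferase reporter in which exon 7 inclusion puts luciferase in frame. Cells were seeded at 2000 cells/well, attached for 10-12 hours, then exposed to compounds for 30-36 hours at 37C before ONE-Glo luminescence.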
# Active calls of the source: *; ? = inconclusive; . = no result given; [ ] = dose if it differs, or a comment. Unless noted, calls follow the shape of the dose curve; as a rule, active = well fitted curve in the direction sought with a large enough effect; inconclusive = small, poorly fitted or top-dose-only effect, or another doubt; inactive = no such curve, though single readings can be large; an effect the other way counts as inactive or inconclusive. Potency is read from the fitted curve at half-maximal effect. Some of the compounds tested; count on the stated rates, not on these rows.
# Every second line gives: JMJD2E inh	ALDH1A1 inh	RGS12 GoLoco inh	GAA glycogen mod	GLA spleen mod	GAA spleen mod	GAA inhib	SMN2 splice up
- C=C1c2cc3c(cc2NC(=S)N1Cc1ccccc1)OCO3
→ ?	.	9.1%	?	-6.2%	-5.8%	.	.
- CCOC(=O)n1c(O)c(N=NC(N)=S)c2cc(C)ccc21
→ -0.4%	.	6.5%	-6.6%	-4.4%	-2.2%	.	.
- O=C(NCc1ccccc1)C1Cc2ccccc2CN1C(=O)c1ccco1 (configuration not stated)
→ -5.8%	-3.1%	1.1%	-7.0%	-2.2%	2.0%	-2.3%	1.5%
- COC(=O)c1c(NC(=O)CN2C(=O)c3ccccc3C2=O)sc(Cc2ccc3c(c2)OCO3)c1C
→ -2.0%	?	11.3%	2.9%	-9.7%	-4.2%	-3.4%	-7.0%
- CCN=C(NCC)SC1CC(=O)N(c2ccccc2)C1=O (configuration not stated)
→ 8.3%	-4.0%	1.9%	5.6%	-1.0%	-3.4%	-1.5%	-2.1%
- Cc1nnsc1C(=O)N/N=C/c1ccccc1
→ 2.5%	8.3%	3.9%	-19.9%	13.5%	-7.0%	1.0%	18.5%
- O=C(N/N=C/c1ccc(O)cc1)/C(=C/c1ccccc1)CCO
→ -3.5%	-6.4%	12.6%	-7.3%	10.5%	-8.7%	8.1%	18.2%
- Cc1ccc2[nH]c(=O)c(CN(CCCN(C)C)C(=S)NCCc3ccccc3)cc2c1
→ ?	-7.2%	17.9%	-8.9%	-2.7%	-21.8%	10.6%	.
- COc1ccc(/C=N/NC(=O)c2nc(-c3ccccc3)n(-c3ccccc3)n2)cc1
→ ?	?	6.8%	9.6%	-4.6%	-7.9%	-0.4%	3.8%
- COc1ccc(-c2noc(CCCC(=O)N3CCOCC3)n2)cc1
→ 2.6%	7.7%	12.3%	-1.2%	-2.7%	.	-11.2%	-25.8%
- NS(=O)(=O)c1cc(C(=O)NCCc2ccccn2)ccc1Cl
→ 3.0%	.	13.6%	2.4%	7.9%	10.6%	.	.
- O=C(CCl)N=c1sccn1Cc1cccc2ccccc12
→ -7.2%	20µM*	8.1%	-7.7%	1.7%	2.6%	-0.3%	-29.7%
- O=c1c2ccccc2nc(COc2ccccc2)n1/N=C/c1ccc(O)c(O)c1
→ ?	.	1.9%	15.8µM*	-15.5%	-6.0%	.	.
- COc1ccc(CNC(=O)COC(=O)CC2CC3CCC2C3)cc1OC (configuration not stated)
→ 0.9%	4.2%	-1.6%	-5.8%	4.7%	-3.0%	4.3%	-7.7%
- CCOc1ccc(NC(=O)C2CCCN(S(=O)(=O)c3cccc4nsnc34)C2)cc1 (configuration not stated)
→ -1.0%	-0.4%	8.9%	4.4%	9.2%	-13.8%	-5.5%	-20.4%
- Cc1ccc(Nc2nc3ccccc3c(=O)s2)cc1C
→ -9.7%	-8.9%	4.7%	-1.8%	1.5%	-6.6%	4.0%	19.0%
- O=C(COC(=O)c1cccc2ccccc12)Nc1ncc(C(F)(F)F)cc1Cl
→ ?	?	38.5%[activator]	-0.4%	-4.6%	-0.5%	3.9%	0.5%
- CCC(=O)Oc1ccc(C(=O)Nc2ccccc2C(=O)NCC(C)C)cc1
→ 24.8%	13.6%	6.0%	-13.5%	5.3%	-19.6%	-3.1%	20.1%
- COc1cccc(NC(=O)c2ccc(NC(=O)C(C)(C)C)cc2)c1
→ 4.2%	9.8%	3.5%	2.3%	-1.8%	2.3%	-2.1%	12.6µM*
- O=C1C[C@@H]2CCN3C(=O)CCC[C@@H]([C@H]23)[C@@H]1Cc1ccccc1
→ .	15.8µM*	-4.5%[88.7 µM]	.	3.8%[119 µM]	3.4%[119 µM]	.	.
- COc1ccc(-c2ccc(CCC(=O)O)o2)cc1
→ ?	?	-9.2%	8.9%	-0.4%	-1.6%	4.2%	.
- COc1ccc(NS(=O)(=O)c2cc(NC(=O)[C@@H](NC(N)=O)C(C)C)ccc2C)cc1
→ -11.0%	.	-3.9%	3.0%	5.0%	-1.1%	.	.
- Cc1ccc(NC(=S)N(C)Cc2cn(C)c3ccccc23)cc1
→ 6.5%	2.1%	-11.2%	-18.0%	2.8%	-4.7%	2.7%	-29.2%
- COc1ccc(C(=O)C2CCCN(C(=O)CCC3=NNC(=O)CC3)C2)c(C)c1 (configuration not stated)
→ -13.2%	4.4%	1.9%	-6.3%	8.3%	-3.6%	11.5%	.
- CC(=O)CCc1oc2ccc(NC(C)=O)cc2c1-c1ccc(C)o1
→ ?	?	-34.0%	-7.9%	1.1%	-1.7%	-9.0%	-9.0%
- O=C(NCc1cccnc1)c1ccc(-c2cc3ccccc3oc2=O)cc1
→ ?	?	-0.9%	-23.1%	11.8%	-7.6%	14.2%	-71.7%[inhibitor]
- CCOC(=O)C1=C(C)N(c2ccccc2)C(=O)C1CC(=O)O (configuration not stated)
→ -7.8%	-15.4%	3.3%	-12.7%	2.5%	1.3%	4.9%	2.3%
- CN(C)C(=S)Nc1ccc(Br)cc1Cl
→ 9.4%	?	1.9%	3.9%	6.1%	2.3%	-2.0%[15.4 µM]	.
- CCC(C)C(=O)Nc1cc(Cl)ccc1C(=O)O (configuration not stated)
→ ?	?	1.1%	5.3%	-1.3%	0.5%	5.2%	-10.4%
- CCc1cc2ccccc2nc1SCC(=O)Nc1cc(OC)c(OC)cc1C(=O)O
→ 3.3%	?	9.4%	2.6%	10.5%	9.8%	9.9%	?
- COc1ccc(S(=O)(=O)Nc2cc(Cl)ccc2OC)cc1
→ 5.8%	4.3%	0.6%	4.4%	-6.3%	3.3%	-7.2%	-18.7%
- CC(NS(=O)(=O)c1ccc(CCC(=O)N2CCN(C)CC2)cc1)c1ccccc1 (configuration not stated)
→ 0.1%	7.6%	3.6%	7.3%	-0.9%	-6.3%	-2.2%	-1.8%
- C/C(=N\NC(=O)c1c(Cl)cnn1C)c1cccc(NC(=O)C(C)C)c1
→ 7.1%	2.4%	5.6%	1.2%	-2.2%	-2.2%	1.0%	-10.1%
- CCN(C(=O)COC(=O)c1ccccc1Nc1cccc(C)c1C)C1CCS(=O)(=O)C1 (configuration not stated)
→ -0.2%	?	-6.7%	-7.1%	8.2%	-12.1%	-7.0%	2.1%
- CN(C)C(=O)CSc1ncnc2scc(-c3ccccc3)c12
→ -10.7%	-8.7%	152.4%[activator]	-4.3%	0.6%	0.7%	1.5%	-7.1%
- CCCN(CC1CC1)c1nc(N)c2c(N)nc(OC)cc2c1C#N
→ ?	?	9.3%	1.4%	-15.4%	-11.5%	?	-20.9%
- Cc1occc1C(=O)NNC(=O)C(c1ccccc1)c1ccccc1
→ 3.7%	?	-9.7%	6.6%	9.4%	12.6%	-1.2%	24.9%
- CCCCCCOC(=O)Cc1c(C)nc(N)[nH]c1=O
→ 3.1%	.	9.0%	0.5%	-6.3%	0.7%	.	.
- O=S(=O)(NCCCO)c1ccc2c(c1)Cc1cc(S(=O)(=O)NCCCO)ccc1-2
→ 1.8%	4.8%	6.0%	-19.4%	-1.5%	-11.5%	?	-12.5%
- O=C(O)CCC(NS(=O)(=O)c1ccc(N2CCCC2=O)cc1)C(=O)O (configuration not stated)
→ 3.0%	10.7%	-26.1%	-2.2%	4.4%	2.2%	2.5%	?

# Brought forward from above: three compounds, then new ones.
# Every second line gives: JMJD2E inh	ALDH1A1 inh	RGS12 GoLoco inh	GAA glycogen mod	GLA spleen mod	GAA spleen mod	GAA inhib	SMN2 splice up
- CCCCCCOC(=O)Cc1c(C)nc(N)[nH]c1=O
→ 3.1%	.	9.0%	0.5%	-6.3%	0.7%	.	.
- O=S(=O)(NCCCO)c1ccc2c(c1)Cc1cc(S(=O)(=O)NCCCO)ccc1-2
→ 1.8%	4.8%	6.0%	-19.4%	-1.5%	-11.5%	?	-12.5%
- O=C(O)CCC(NS(=O)(=O)c1ccc(N2CCCC2=O)cc1)C(=O)O (configuration not stated)
→ 3.0%	10.7%	-26.1%	-2.2%	4.4%	2.2%	2.5%	?
- O=C(CN1C(=O)C2C3C=CC(C3)C2C1=O)Nc1nncs1 (configuration not stated)
→ 5.1%	1.6%	-1.1%	2.0%	6.8%	-1.1%	-0.1%	7.1%
- O=C(Nc1ccccc1)NC(Cc1ccc(O)cc1)C(=O)O (configuration not stated)
→ -5.2%	5.0%	13.2%	4.9%	3.7%	1.1%	1.5%	1.9%
- COc1ccc(-c2noc(CSc3nc4ccccc4c(=O)n3-c3ccccc3)n2)cc1OC
→ -0.9%	11.2%	-5.6%	1.5%	0.6%	-3.8%	5.6%	-11.8%
- c1cncc(-c2nn3c(Cn4nnc5ccccc54)nnc3s2)c1
→ ?	7.08µM*	0.9%	10.4%	-12.9%	-6.1%	0.8%	6.1%
- CC1(C)Cc2c(c(-c3ccco3)nc3sc4c(NCCN5CCOCC5)ncnc4c23)CO1
→ ?	?	47.8%[activator]	-7.8%	3.5%	-5.1%	7.9%	7.5%
- CCC1(c2ccc(Cl)cc2)NC(=S)N(c2ccc(C)cc2)N1 (configuration not stated)
→ ?	28.2µM*	7.0%	-0.6%	0.9%	-1.2%	-3.2%	-54.7%[inhibitor]
- Cc1ccnc(NC(=O)CCC(=O)N(CC(=O)NCC2CCCO2)Cc2ccc(F)cc2)c1 (configuration not stated)
→ -3.5%	-0.5%	.	15.9%	-1.8%	2.8%	1.8%	.
- O=C(CCC(=O)NNC(=O)Nc1cccc(Cl)c1)NCc1ccccc1
→ ?	-1.2%	-0.5%	-2.1%	-10.9%	-0.5%	-0.2%	-4.7%
- CCn1cc(S(=O)(=O)CC(=O)NC2CCCCC2)c2ccccc21
→ 2.9%	5.5%	7.3%	1.7%	7.3%	0.7%	2.0%	1.5%
- CSc1nncn1/N=C/c1cc(Cl)ccc1F
→ 2.3%	-7.0%	16.4%	-15.7%	-6.7%	-1.3%	0.7%	-8.8%
- CC(NC(=O)c1ccncc1)C(C)(C)C (configuration not stated)
→ -3.1%	11.1%	-5.5%	-2.0%	-7.5%	-9.3%	-4.0%	3.6%
- Nc1ccc(C(=O)N2CCCC2)cc1
→ 4.2%	-5.9%	-3.1%	1.9%	2.3%	-8.9%	-2.1%	2.4%
